From PubChem BioAssay
Rv3671c inh – inhibits the M. tuberculosis serine protease Rv3671c; P9WHR9; inhibition, % at 5.96 µM; hit rate 0.048% among 320,000; AID 2606; in the data active = inhibition above about 38%;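 note: extracellular domain of Rv3671c used as enzyme; 0% = enzyme with DMSO and 100% = no enzyme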
Target sequence (P9WHR9 whole entry, looked up, the tested form may be a part): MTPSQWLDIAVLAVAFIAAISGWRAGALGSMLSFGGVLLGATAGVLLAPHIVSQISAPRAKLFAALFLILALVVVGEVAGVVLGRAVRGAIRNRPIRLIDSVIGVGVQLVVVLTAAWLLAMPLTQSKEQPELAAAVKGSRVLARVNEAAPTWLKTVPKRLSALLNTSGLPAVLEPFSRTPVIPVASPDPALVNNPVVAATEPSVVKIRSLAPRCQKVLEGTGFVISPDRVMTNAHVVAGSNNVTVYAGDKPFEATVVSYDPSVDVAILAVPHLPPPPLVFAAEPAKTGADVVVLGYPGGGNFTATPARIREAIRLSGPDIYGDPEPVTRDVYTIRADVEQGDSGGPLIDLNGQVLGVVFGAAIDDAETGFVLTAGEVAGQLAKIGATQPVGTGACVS
PrPC TRFRET – reduces human prion protein on the cell surface; hit rate 0.43% among 370,000; AID 720596; inhibition, % at 13.8 µM; cell surface PrPC, TR-FRET read-out; in the data active = inhibition above about 24%; note: 0% = median of the test wells and 100% = reference compound wells
3CLpro inhibitor – SARS-CoV 3CLpro protease inhibition. P0C6X7. inhibition, % at 6 µM. hit rate 0.14% among 290,000. recombinant SARS-CoV 3CLpro, quenched FRET peptide cleavage. AID 1706; in the data active = inhibition above about 12%
MazF activator – MazEF (E. coli) toxin RNase activation. P0AE70. FAM/BHQ RNA-DNA oligo cleavage fluorescence, 5 h. activation, % at 20 µM. hit rate 0.32% among 350,000. AID 504720; in the data active = activation above about 50%
Target sequence (P0AE70 whole entry, looked up): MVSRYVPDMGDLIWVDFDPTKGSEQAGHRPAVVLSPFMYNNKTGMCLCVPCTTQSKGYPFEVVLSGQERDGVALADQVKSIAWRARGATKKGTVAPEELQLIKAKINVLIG
TcdB GH inh – TcdB glycohydrolase inhibition | P18177 | TcdB glycohydrolase enzymatic assay, plate reader | inhibition, % at 9.99 µM | hit rate 0.24% among 350,000 | AID 652162; in the data active = inhibition above about 10%
Vc quorum ag – inducers of Vibrio cholerae quorum light production without autoinducers; V. cholerae BH1578 lux reporter, luminescence, 6 h; activation, % at 18.7 µM; hit rate 0.16% among 350,000; AID 588436; in the data active = activation mostly above about 9.7%, no sharp cut-off; note: not every result past the cut was called active; inactives centre near 0; reference of the scale not given here
VHR inh abs – DUSP3 (human) phosphatase inhibition | hit rate 0.52% among 290,000 | recombinant VHR phosphatase, pNPP absorbance | P51452 | inhibition, % at 13.3 µM; in the data active = inhibition above about 50%; note: some compounds called inactive have numbers as strong as hits
Target sequence (P51452 whole entry, looked up): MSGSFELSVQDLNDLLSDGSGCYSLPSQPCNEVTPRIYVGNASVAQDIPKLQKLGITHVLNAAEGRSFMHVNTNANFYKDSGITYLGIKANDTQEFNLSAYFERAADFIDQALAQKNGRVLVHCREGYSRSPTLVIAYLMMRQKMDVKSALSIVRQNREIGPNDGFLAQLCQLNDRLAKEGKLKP
CCHFV vOTU inh – CCHFV vOTU protease inhibition; Pep-AMC fluorescence; inhibition, % at 11.5 µM; hit rate 0.55% among 370,000; AID 651958; in the data active = inhibition above about 30%; note: 0% = vehicle wells with enzyme and 100% = no enzyme wells
PriA SSB inh – blocks PriA binding to SSB C-terminal tail; AlphaScreen SSBct-PriA binding, biotinylated peptide; inhibition, % at 33 µM; hit rate 0.6% among 430,000; in the data active = inhibition mostly above about 37%, no sharp cut-off; inactive = mostly below about 20%;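 note: plate controls were negative control peptide for no effect and reference peptide for full effect; strong numbers were not always called active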
Yp Topo-I inh – Y. pestis Topo-I inhibition via cleavage products; Y. pestis Topo-I cleavage product accumulation, plate reader; activity, % at 10 µM; hit rate 0.064% among 360,000; in the data active = activity above about 50%, passing the limit was not always enough; note: inactives centre near 2
* = called active by the depositor; i = inactive; / = no result given; & = joins results of further samples.

SMILES	Rv3671c inh	PrPC TRFRET	3CLpro inhibitor	MazF activator	TcdB GH inh	Vc quorum ag	VHR inh abs	CCHFV vOTU inh	PriA SSB inh	Yp Topo-I inh
Cc1cccc(NC(=O)c2nc[nH]c2C(=O)N2CCC(C)CC2)c1	-1	-11	/	9	/	-2.2	/	1	2	3
CCOC(=O)Cn1c(CN(Cc2ccccc2)Cc2ccccc2)nc2c1c(=O)[nH]c(=O)n2C	-2	6	0	4	/	-0.4	17	-4	-17	18
NCCSSCCN	-6	-3	/	10	-1.0	2.8	10	13	0	5
CCCCNC(=O)C1(C)CCN1C(=O)c1cc(OC)ccc1Br (stereo unspecified)	/	0	/	/	0.3	1.1	/	0	/	-2
CCCCn1c(N)c(N(CC)C(=O)C2CCCC2)c(=O)[nH]c1=O	-9	-3	/	4	0.9	0.8	/	-5	-5	-16
CCCCc1nc(N2CCOCC2)c(C#N)c2c1COC(C)(C)C2	-9	4	0	-2	/	0.6	2	-1	-7	6
CCCc1cc(N2CCN(c3ccccn3)CC2)n2nc(C)c(-c3ccccc3)c2n1	0	0	2	1	/	-1.6	-21	21	-9	3
CCOC(=O)c1c(NC(=O)c2ccc(N3C(=O)[C@@H]4[C@H](C3=O)[C@H]3C=C[C@@H]4C3)cc2)sc2c1CC(C)CC2 (stereo partly specified)	12	-1	-1	-9	1.0	-0.3	-5	-3	-9	0
O=C(CCC(=O)N1CCCCC1)Nc1ccc(Cl)c(Cl)c1	1	4	2	3	-0.7	0.4	12	14	-14	7
O=C(C1CCN(CCCc2ccccc2)CC1)N(CCc1ccccc1)Cc1ccccc1	-6	3	0	9	/	-0.4	-2	0	-1	27
CC(=NCc1cccnc1)c1c(O)n(C2CCCCC2)c(=O)[nH]c1=O	-1	6	-1	-5	/	-0.2	-6	-9	-2	16
COc1ccccc1CNC(=O)COC(=O)c1n[nH]c2ccccc12	6	2	5	-4	/	12	-18	4	-1	6
Cc1ccc(F)cc1NC(=O)Cc1ncc(C(F)(F)F)cc1Cl	-5	-4	-2	-4	/	-0.3	-18	-5	1	-7
O=C(C1CCC1)N1CCN(c2cccc(C(F)(F)F)c2)CC1	-12	4	2	-1	1.4	-0.3	21	-6	-26	10
O=C(NCCN1C(=O)S/C(=C\c2cccs2)C1=O)c1ccco1	-24	5	0	-3	0.6	i	14	17	-11	-1
CCN(CC(=O)Nc1ccc2c(c1)OCCO2)C(=O)c1cc(Cl)nc2ccccc12	-3	-10	/	0	0.8	-2.1	/	23	9	2
CCN1CCN(c2nc(Nc3cccc(OC)c3)nc(N)c2[N+](=O)[O-])CC1	7	-21	-2	7	1.7	-0.5	9	5	10	-3
COc1ccc(-c2nnc(SC(C)C(=O)NNC(=O)c3ccc(C)cc3)o2)cc1 (stereo unspecified)	-1	5	0	-3	/	-0.3	64	1	-11	4
CC(C)(C)c1ccc(/C=N/NC(=O)C2CCCC2)cc1	/	3	2	-2	1.9	-0.3	0	8	/	19
O=NN(CCCl)C(=O)NCCc1cccc[n+]1[O-]	/	-4	/	0	1.2	-0.6	/	6	/	3
COc1ccc(S(=O)(=O)Nc2ccccc2OC)cc1NC(=O)CC1CC2CCC1C2 (stereo unspecified)	-17	12	2	1	/	-0.2	-4	10	-2	19
CCC(C)(C)N(C(=O)CCC(=O)Nc1cc(C)on1)C(C(=O)NC(C)(C)C)c1ccc(OC)cc1 (stereo unspecified)	0	2	1	2	2.0	-0.3	12	1	-6	2
Cc1sc(NC(=O)c2cccs2)c(C(=O)OC(C)C)c1C	-3	10	0	-1	/	-0.3	22	0	-14	-2
CCNS(=O)(=O)c1ccc(CCC(=O)N2CCCC2)cc1	0	5	-1	6	-3.9	i	42	14	-12	-1
Cn1c(O)c(C(=Nc2ccccc2)SCc2ccccc2Cl)c(=O)n(C)c1=O	-5	4	5	1	-0.9	-0.6	1	6	-14	-3
SMILES	Rv3671c inh	PrPC TRFRET	3CLpro inhibitor	MazF activator	TcdB GH inh	Vc quorum ag	VHR inh abs	CCHFV vOTU inh	PriA SSB inh	Yp Topo-I inh
CCOc1ccc(/C=N/NC(=O)c2nnn(-c3nonc3N)c2-c2ccc(OCC)cc2)cc1	-10	-6	3	0	-0.9	-0.6	6	-24	/	4
Cc1ccc(S(=O)(=O)N2CCN(C(=O)c3ccccn3)CC2)cc1	1	5	-6	-22	1.0	-0.4	15	-7	-1	-8
COC1=CC=C2[C@H]3Cc4ccc(OC)c5c4[C@@]2(CCN3C)C1O5 (stereo partly specified)	-7	-4	/	0	0.8	-0.3	/	0	-3	10
CCN1C(N(C)CCc2cccs2)=N[C@@H](c2ccccc2)C(C(=O)OC)=C1C	3	-4	1	5	-0.9	0.4	17	-10	-8	5
CCC(=O)N1CCc2cc(S(=O)(=O)CCC(=O)N(C)c3ccc(OC)cc3OC)ccc21	0	-4	-6	2	0.7	-0.9	-13	4	2	4
O=c1c2ccccc2nc(N/N=C/c2ccc(O)cc2)n1O	6	-11	-1	-3	/	3.3	7	-3	/	-12
COc1ccc(S(=O)(=O)N(C)CC(=O)NCc2ccco2)cc1	5	0	3	0	/	i	-8	-12	4	0
CCCCN(C)C(=O)c1ccc2c(c1)N(CC)C(=O)c1ccccc1S2(=O)=O	2	5	-1	11	0.7	i	19	5	-11	7
C#Cc1ccc([C@H]2C=C(C(=O)N3CCOCC3)O[C@@H](OCc3ccc(CO)cc3)C2)cc1	0	0	1	3	-1.1&0.1	0.8	7	-15	2	29
COCc1ccc(C(=O)NC2CCCN(Cc3ccccc3F)C2)o1 (stereo unspecified)	-1	-3	-2	0	2.0	i	6	-9	7	1
C[Si](C)(C)n1ccnc1	-5	6	-3	9	-3.9	-0.3	10	0	-8	1
O=C(COc1ccccc1)NCC(=O)N/N=C/c1cccs1	-8	3	/	5	1.1	-0.3	/	5	/	1
O=C(CSc1nc(O)c(Cc2ccccc2)c(=O)n1-c1ccccc1)N1CCOCC1	-2	6	0	0	-0.1	/	6	-7	-3	2
O=C(CNc1ccccc1OC(F)F)N1CCc2ccccc21	2	1	2	7	0.6	i	14	-2	-16	-9
CC(=O)c1cccc(NC(=O)C(C)OC(=O)CCCN=C2NS(=O)(=O)c3ccccc32)c1 (stereo unspecified)	3	-7	/	-12	3.8	16	/	8	1	4
Cc1ccc(-n2c(N)cc(=O)nc2SCC(=O)N2CCN(c3ccccc3)CC2)cc1C	-2	1	5	5	1.6	i	30	-1	3	18
CC(=O)Oc1ccc(Oc2ccc(-c3noc(C)n3)cc2)cc1	4	12	1	0	/	-0.3	-13	-8	-19	-2
COC(=O)CNC(=O)COC(=O)/C=C/c1cccs1	4	-6	5	5	0.6	-4.7	12	-8	-4	0
CN[C@H]1CCc2cc(OC)c(OC)c(OC)c2-c2ccc(N(C)CC(OC)OC)c(=O)cc21	0	-14	-1	-1	0.5	i	22	18	-3	-1
O=C(OCc1nc2ccc(Cl)cc2n1CCO)c1ccc(O)cc1	-1	3	-4	-1	1.7	1.2	6	-14	-1	-5
CCOC(=O)c1cc(-c2ccc(/C=C3/C(=O)N(c4ccc(C(=O)O)cc4)N=C3C)o2)ccc1Cl	-1	1	-6	32	-0.3	-0.3	34	-1	-10	-9
COc1ccc(Cc2nnc(NC(=O)CSc3ccc(C)cc3)s2)cc1OC	-16	-2	1	10	/	/	10	-2	2	43
Cc1ccsc1C(=O)NCCc1ccco1	-6	-6	/	-5	0.4	-0.4	/	-8	-9	5
CC(C)(C)/C(O)=C/c1nc2ccccc2oc1=O	3	8	6	-4	-0.1	-0.2	-4	5	6	5
COc1ccc(NC(=S)N2CCC(C(=O)c3ccc(OC)cc3)CC2)cc1	5	-3	-2	-4	0.8	-0.3	-8	-15	-7	0
SMILES	Rv3671c inh	PrPC TRFRET	3CLpro inhibitor	MazF activator	TcdB GH inh	Vc quorum ag	VHR inh abs	CCHFV vOTU inh	PriA SSB inh	Yp Topo-I inh
CCC1=Nc2cc(C(=O)N3CCC4(CC3)OCCO4)ccc2Sc2ccccc21	1	-1	-2	4	1.5	-4.2	3	16	12	28
O=C(/C=C/Nc1ccc(S(=O)(=O)Nc2cnc3ccccc3n2)cc1)c1cccnc1	-6	0	-5	-2	-0.5	-2.3	16	2	-3	-4
Cc1ccc(CNC(=O)c2ccc(F)c(S(=O)(=O)N3CCOCC3)c2)cc1	/	2	/	-5	0.7	-1.4	/	1	-19	14
CCOC(=O)c1sc(=NC(=O)CCSc2ccccc2)n(C)c1C	3	9	3	-1	0.4	-5.2	5	-3	-2	8
O=[N+]([O-])c1ccc(CN2CCN(c3ccccc3)CC2)o1	7	-13	-3	-10	-1.5	-1.3	-4	-6	-6	0
CCOc1ccc(NC(=O)N(C2CCCCC2)C(C)c2ccncc2)cc1 (stereo unspecified)	-1	-1	0	2	/	2.8	31	-7	1	30
COc1ccc(N2CCN(CC(=O)Nc3ccc(-n4cnnn4)cc3)CC2)cc1	-3	-6	3	6	/	-1.8	0	-18	-5	-1
CC(C)C[C@@H](CO)N1CCN(CCc2ccccc2)CCC1=O	-4	-1	-3	-4	-4.8	-0.3	9	21	0	-9

Arranged by count of non-hydrogen atoms (falling): 14 of the compounds above
SMILES	Rv3671c inh	PrPC TRFRET	3CLpro inhibitor	MazF activator	TcdB GH inh	Vc quorum ag	VHR inh abs	CCHFV vOTU inh	PriA SSB inh	Yp Topo-I inh
O=C(/C=C/Nc1ccc(S(=O)(=O)Nc2cnc3ccccc3n2)cc1)c1cccnc1	-6	0	-5	-2	-0.5	-2.3	16	2	-3	-4
COc1ccc(-c2nnc(SC(C)C(=O)NNC(=O)c3ccc(C)cc3)o2)cc1 (stereo unspecified)	-1	5	0	-3	/	-0.3	64	1	-11	4
CCCCN(C)C(=O)c1ccc2c(c1)N(CC)C(=O)c1ccccc1S2(=O)=O	2	5	-1	11	0.7	i	19	5	-11	7
Cc1ccc(CNC(=O)c2ccc(F)c(S(=O)(=O)N3CCOCC3)c2)cc1	/	2	/	-5	0.7	-1.4	/	1	-19	14
CC(=NCc1cccnc1)c1c(O)n(C2CCCCC2)c(=O)[nH]c1=O	-1	6	-1	-5	/	-0.2	-6	-9	-2	16
Cc1ccc(S(=O)(=O)N2CCN(C(=O)c3ccccn3)CC2)cc1	1	5	-6	-22	1.0	-0.4	15	-7	-1	-8
O=C(NCCN1C(=O)S/C(=C\c2cccs2)C1=O)c1ccco1	-24	5	0	-3	0.6	i	14	17	-11	-1
O=C(COc1ccccc1)NCC(=O)N/N=C/c1cccs1	-8	3	/	5	1.1	-0.3	/	5	/	1
CCNS(=O)(=O)c1ccc(CCC(=O)N2CCCC2)cc1	0	5	-1	6	-3.9	i	42	14	-12	-1
CC(C)(C)c1ccc(/C=N/NC(=O)C2CCCC2)cc1	/	3	2	-2	1.9	-0.3	0	8	/	19
CC(C)(C)/C(O)=C/c1nc2ccccc2oc1=O	3	8	6	-4	-0.1	-0.2	-4	5	6	5
Cc1ccsc1C(=O)NCCc1ccco1	-6	-6	/	-5	0.4	-0.4	/	-8	-9	5
C[Si](C)(C)n1ccnc1	-5	6	-3	9	-3.9	-0.3	10	0	-8	1
NCCSSCCN	-6	-3	/	10	-1.0	2.8	10	13	0	5

The list is partial; the hit share may differ from the screen's.
